Source: PubChem
EPAC1 ag – agonists of human EPAC1; O95398; EPAC1 agonist qHTS, biochemical assay; response scale: 100% = response to 6.5 mM cAMP; Potency, µM (doses to about 154 µM), without a hit: top-dose activation, actives largely listed as activators; actives 0.073% (n = 360,000); AID 720707; further: potency means the concentration at half of the fitted maximal effect; nearly all actives have a fitted effect of over 60% in size
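Compounds were pinned as a concentration titration into mixtures of EPAC1 (100 nM), BODIPY-GDP-loaded Rap1B (250 nM) and GDP (50 uM). After 5 min at room temperature, fluorescence was followed for 30 min; activity was scaled to 6.5 mM cAMP.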
EPAC2 antag – EPAC2 (human) antagonism | actives 0.18% (n = 360,000) | Q8WZA2 | EPAC2 GEF exchange of Rap1B-BODIPY-GDP, fluorescence | AID 720708 | Potency, µM (top dose mostly 114 µM), inactives show top-dose activity, negative = inhibition, most hits filed as inhibitors; further: potency means the concentration at half of the fitted maximal effect; on the % scale 0 is the no-effect control and ±100 the full control effect; nearly all actives have a fitted effect of over 45% in size; many of its hits are not listed in these tables
MmCpn inh – M. maripaludis TRiC chaperonin inhibition. purified Mm-Cpn ATPase, ADP Transcreener TR-FRET. Potency, µM (titrated, usually from 76.9 µM), for the others: at the highest dose activity, negative = inhibition, hits mostly inhibitors. actives 0.031% (n = 330,000); further: potency means the concentration at half of the fitted maximal effect; on the % scale 0 is the no-effect control and ±100 the full control effect; nearly all actives have a fitted effect of over 80% in size
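Eu-cryptate anti-ADP/ADP-d2 competition gives a ratio inversely related to ADP. Enzyme at 25 nM was pre-exposed to compound for 10 min, then given 10 uM ATP for 30 min, 37°C throughout.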
WRN helicase inh – WRN helicase (human) inhibition | Q14191 | WRN helicase unwinding, fluorescent forked duplex, kinetic | Potency, µM (titrated, usually from 114 µM), for inactives: top-dose activity change, negative = inhibition, usual class: inhibitors | actives 0.46% (n = 360,000) | AID 651768; further: potency means the concentration at half of the fitted maximal effect; on the % scale 0 is the no-effect control and ±100 the full control effect; nearly all actives have a fitted effect of over 55% in size
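Kinetic red-fluorescence monitoring (525/598 nm) tracks WRN helicase activity after 100 nM fluorophore-quencher forked duplex and 2 mM ATP are added to 20 nM enzyme pretreated 15 min at room temperature with compound.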
CCT chaperon mod – cytosolic chaperonin activity modulation; purified chaperonin ATPase assay, HTRF ADP detection, 30 min; activity change, % (no concentration beside the values), hits read low; actives 0.3% (n = 360,000); AID 651819; in the data active means activity change below about -30%; further: on the % scale 0 is the no-effect control and ±100 the full control effect
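Enzyme 40 or 20 nM (batch-dependent) in Tris pH 7.4/KCl/MgCl2/DTT; cpd 76 uM single point; ATP 10 uM; 30 min 37 °C; Transcreener ADP HTRF detection, 30 min RT; ratio 665/615.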
EPAC1 antagonist – blocks human EPAC1 exchange factor | O95398 | EPAC1 GEF assay, Rap1b-BODIPY-GDP exchange fluorescence | actives 0.14% (n = 360,000) | Potency, µM (series often up to 115 µM), for the others: top-dose activity change, negative = inhibition, actives largely listed as inhibitors;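 further: potency means the concentration at half of the fitted maximal effect; plate controls were vehicle for no effect and positive control for full effect; nearly all actives have a fitted effect of over 50% in size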
PI5P4Ka inh – blocks human PI5P4K alpha kinase activity. PI5P4Kalpha enzyme, ADP-Glo luminescence, 60 min; stronger effect = lower value. P48426. actives 1.2% (n = 330,000). max response, %. AID 652105; active means max response of -50% or lower; inconclusive means between -30% and -50%; inactive means -30% or higher; further: value at the top dose of about 77 µM; on the % scale 0 is the no-effect control and ±100 the full control effect
Target sequence (P48426 whole entry, looked up): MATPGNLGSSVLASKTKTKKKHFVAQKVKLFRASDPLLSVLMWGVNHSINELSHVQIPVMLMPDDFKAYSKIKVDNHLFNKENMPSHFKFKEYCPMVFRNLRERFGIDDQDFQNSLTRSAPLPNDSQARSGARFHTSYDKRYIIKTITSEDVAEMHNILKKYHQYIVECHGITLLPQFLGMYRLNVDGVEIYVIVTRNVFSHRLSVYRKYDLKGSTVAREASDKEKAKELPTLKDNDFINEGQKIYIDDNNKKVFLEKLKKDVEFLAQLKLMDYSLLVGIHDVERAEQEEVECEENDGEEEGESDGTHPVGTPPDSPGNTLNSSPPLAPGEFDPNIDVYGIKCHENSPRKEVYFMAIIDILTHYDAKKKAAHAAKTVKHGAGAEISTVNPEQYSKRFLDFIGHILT
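Compounds were pin-transferred onto PI5P4Kalpha and substrate in HEPES pH 7.4 buffer with EGTA, CHAPS and 5% DMSO. ATP (5 microM final) started the reaction, which ran 60 minutes at room temperature before ADP-Glo detection.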
PLK1 PBD block – blocks phosphopeptide binding to human PLK1 polo-box domain; Potency, µM, for the others: max response, negative = inhibition, most hits filed as inhibitors; P53350; Plk1 PBD binding of FITC phosphopeptide, fluorescence polarization; AID 720504; actives 2.8% (n = 360,000); further: potency means the concentration at half of the fitted maximal effect; series mostly up to about 57 µM; on the % scale 0 is the no-effect control and ±100 the full control effect; nearly all actives have a fitted effect of over 65% in size
Target sequence (P53350 whole entry, looked up, the tested form may be a part): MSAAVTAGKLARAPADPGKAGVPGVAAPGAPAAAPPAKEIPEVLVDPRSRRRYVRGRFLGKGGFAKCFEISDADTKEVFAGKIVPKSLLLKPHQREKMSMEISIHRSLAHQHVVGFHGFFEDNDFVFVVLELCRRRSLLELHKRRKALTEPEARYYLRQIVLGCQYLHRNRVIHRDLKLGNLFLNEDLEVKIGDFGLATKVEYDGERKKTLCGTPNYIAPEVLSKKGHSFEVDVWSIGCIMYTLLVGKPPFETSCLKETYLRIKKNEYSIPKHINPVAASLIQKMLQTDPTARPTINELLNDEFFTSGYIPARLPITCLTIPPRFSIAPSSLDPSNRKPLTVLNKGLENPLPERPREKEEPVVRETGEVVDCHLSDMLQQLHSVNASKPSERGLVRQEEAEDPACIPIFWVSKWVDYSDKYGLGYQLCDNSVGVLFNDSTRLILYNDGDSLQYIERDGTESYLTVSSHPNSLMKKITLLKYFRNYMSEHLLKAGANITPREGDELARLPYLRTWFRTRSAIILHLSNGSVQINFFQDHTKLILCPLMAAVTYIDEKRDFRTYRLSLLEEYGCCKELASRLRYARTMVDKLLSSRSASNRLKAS
The depositor's hits bear a star; ? = inconclusive; nt = not tested or not shown; [ ] = remark or other dose. Unless noted, the call rests on the fitted dose curve; in most records, active means well fitted curve in the direction sought with a large enough effect; inconclusive means small, poorly fitted or top-dose-only effect, or another doubt; inactive means no such curve, though single readings can be large; an effect the other way counts as inactive or inconclusive.

SMILES | EPAC1 ag | EPAC2 antag | MmCpn inh | WRN helicase inh | CCT chaperon mod | EPAC1 antagonist | PI5P4Ka inh | PLK1 PBD block
CCc1ccc(OCc2nnc(SCC(=O)NCC3CCCO3)n2C)cc1 (stereo not drawn) | 11.2% | -1.3% | -2.9% | 6.4% | -0.6 | -22.2% | 1.3 | -5.8%
COc1ccc(C(NC(C)=O)c2cc(Cl)c3cccnc3c2O)cc1 (stereo not drawn) | 21.2% | ? | -5.4% | 2.6% | 0.9 | 4.4% | -1.0 | 0.9%
CC1C(=O)N2CCCc3cc(NC(=O)C(=O)NCc4ccc5c(c4)OCO5)cc1c32 (stereo not drawn) | -11.3% | 5.3% | -5.9% | -13.5% | 0.8 | -2.1% | -6.4 | -9.6%
CCn1ncc(Br)c1C(=O)Nc1ccccc1OC | -6.5% | -21.2% | 0.0% | 2.0% | -35.4* | -0.7% | 0.7 | 21.2µM*
c1ccc(N2CC3COc4ccccc4C3=N2)cc1 (stereo not drawn) | 5.4% | -1.9% | nt | -12.1% | 0.1 | -11.9% | 20.9 | 7.5%
Cc1cc(NC(=O)C(C)C)n(-c2nc3ccccc3s2)n1 | -0.7% | 8.1% | 0.5% | -8.7% | -1.6 | -5.1% | -0.3 | 7.3%
Fc1ccc(-c2ccc(CNCc3ccccn3)o2)cc1Cl | -3.8% | 2.1% | -0.3% | 2.1% | -4.1 | -3.9% | 3.5 | -6.6%
O=C(NCCC1CCCCN1S(=O)(=O)c1ccc(Cl)cc1)C(=O)NCc1ccncc1 (stereo not drawn) | 6.4% | -10.7% | 0.5% | -4.9% | -0.7 | -10.2% | 0.4 | -7.7%
CCCCn1c(=O)[nH]c2ccccc21 | -4.2% | 0.2% | 0.4% | -10.1% | 0.2 | 8.8% | 1.3 | -2.9%
CCCSC1=C(C#N)C(c2cccs2)CC(=O)N1 (stereo not drawn) | 11.9% | 0.9% | -4.9% | -16.1% | 1.8 | -3.4% | ? | 23.8µM*
CCOC(=O)C1=C(Cc2ccc(F)cc2)C(=O)c2ccccc2C1=O | 23.3% | -25.6% | 0.3% | 50.1µM* | -2.8 | -11.8% | nt | 9.47µM*
CCSc1ncnc2sc(C)c(C)c12 | -5.3% | -24.3% | -1.0% | 4.0% | -1.8 | -23.8% | 3.2 | 3.8%
COc1ccc2c(c1)c(=O)c(C(=O)O)c(-c1ccc3c(c1)OCO3)n2C | -0.8% | 11.8% | -1.8% | -14.7%[57.1 µM] | 0.8 | 21.7% | -4.2 | 0.6%
COC(=O)c1ccccc1S(=O)(=O)N1CCC(C(=O)OCC(=O)c2ccccc2OC)CC1 | -2.0% | 10.1% | -4.8% | -1.2% | -1.8 | -8.1% | 1.8 | -3.1%
CCCc1cc(=O)oc2cc(C)cc(OC(C)C(=O)NCc3ccccn3)c12 (stereo not drawn) | -9.5% | -6.6% | -3.6% | -6.1% | 2.3 | 14.9% | -4.3 | -17.0%

A draw from above in order of molecular weight, highest first.
SMILES | EPAC1 ag | EPAC2 antag | MmCpn inh | WRN helicase inh | CCT chaperon mod | EPAC1 antagonist | PI5P4Ka inh | PLK1 PBD block
COC(=O)c1ccccc1S(=O)(=O)N1CCC(C(=O)OCC(=O)c2ccccc2OC)CC1 | -2.0% | 10.1% | -4.8% | -1.2% | -1.8 | -8.1% | 1.8 | -3.1%
CCOC(=O)C1=C(Cc2ccc(F)cc2)C(=O)c2ccccc2C1=O | 23.3% | -25.6% | 0.3% | 50.1µM* | -2.8 | -11.8% | nt | 9.47µM*
CCn1ncc(Br)c1C(=O)Nc1ccccc1OC | -6.5% | -21.2% | 0.0% | 2.0% | -35.4* | -0.7% | 0.7 | 21.2µM*
c1ccc(N2CC3COc4ccccc4C3=N2)cc1 (stereo not drawn) | 5.4% | -1.9% | nt | -12.1% | 0.1 | -11.9% | 20.9 | 7.5%
CCSc1ncnc2sc(C)c(C)c12 | -5.3% | -24.3% | -1.0% | 4.0% | -1.8 | -23.8% | 3.2 | 3.8%
CCCCn1c(=O)[nH]c2ccccc21 | -4.2% | 0.2% | 0.4% | -10.1% | 0.2 | 8.8% | 1.3 | -2.9%

The list goes on.
SMILES | EPAC1 ag | EPAC2 antag | MmCpn inh | WRN helicase inh | CCT chaperon mod | EPAC1 antagonist | PI5P4Ka inh | PLK1 PBD block
O=C(COC(=O)[C@@H]1CC(O)CN1S(=O)(=O)c1ccc(Cl)c(Cl)c1)NC(=O)NCc1ccccc1 (stereo partly drawn) | -7.6% | ? | -1.8% | -7.4% | -2.2 | ? | 3.3 | -2.8%
CCN(CC)CC(C)CNC(=O)CC(C(=O)N1CCc2ccccc21)n1ccnc1 (stereo not drawn) | 7.4% | -5.2% | 0.1% | 7.6% | -1.9 | -2.6% | nt | -9.0%
CCNC(=O)C1(C)CCN(C(=O)c2ccccc2OC(F)(F)F)C1 (stereo not drawn) | 1.0% | 3.3% | nt | -5.4% | 2.6 | 15.0% | 0.3 | -6.3%
CCc1nc2sc3c(c2c(=S)[nH]1)CC(C)(C)OC3 | 5.0% | 1.6% | 0.4% | 6.2% | -14.6 | -4.3% | -0.7 | -12.9%
O=C(Nc1ccc(S(=O)(=O)Nc2nccs2)cc1)c1cc(-c2ccccc2)nc2ccccc12 | 11.5% | 7.6% | -11.0% | -8.2%[11.6 µM] | 2.1 | -26.1% | -24.7 | ?
CCCOC(=O)C1C2C=CC3(CN(c4cccc(Cl)c4)C(=O)C13)O2 (stereo not drawn) | 1.1% | 4.5% | 0.2% | -4.0% | -1.7 | -8.0% | -0.7 | -8.6%
O=C(NC1CCCCC1)C(c1ccncc1)N(Cc1ccccc1)C(=O)c1ccc(-c2ccccc2)[nH]1 (stereo not drawn) | 21.5% | -12.0% | -6.0% | -8.6% | -0.9 | -26.8% | nt | -5.3%
O=C(NCc1ccco1)C1Cc2ccccc2CN1S(=O)(=O)c1ccccc1F (stereo not drawn) | -0.4% | 3.5% | nt | ? | -0.1 | -6.8% | -61.5* | -29.4%
O=[N+]([O-])c1ccc(CSc2ccc(S(=O)(=O)N3CCCCC3)cn2)cc1 | 6.9% | -1.1% | ? | 2.5% | 0.5 | 4.4% | -3.7 | ?
Cc1ccc(CN2CCSc3ccc(C(=O)NC4CCCC4)cc32)cc1 | -0.7% | -6.5% | -3.6% | -7.1%[57.1 µM] | -1.6 | 13.3% | 0.3 | -12.8%
O=C(c1ccccc1)C(O)C(c1ccccc1)N1CCOCC1 (stereo not drawn) | -0.6% | 0.3% | 0.3% | 1.7% | -1.9 | -4.5% | -7.6 | 0.3%
COc1ccc(SCC(=O)Nc2ccccc2Cl)cc1 | 10.8% | -14.2% | ? | -11.7% | 0.6 | 2.2% | 0.6 | -13.6%
O=C1CCC(C(=O)N2CCCCO2)CN1CCc1ccccc1 (stereo not drawn) | 4.6% | -8.0% | 1.0% | -1.6% | 1.6 | -14.0% | 4.3 | -2.9%
Cc1csc(NC(=O)CCNC(=O)c2ccccc2Cl)n1 | 10.9% | 0.6% | -1.2% | 4.0% | -5.8 | 12.2% | -5.5 | -14.1%
CCNC(=O)N1C(=O)C2(OCCO2)c2cc(Br)ccc21 | -11.1% | 12.2% | -12.7% | -2.2% | 0.7 | -3.4% | 7.3 | 3.5%

The closing 2 records of the section before are carried over, then new ones follow:
SMILES | EPAC1 ag | EPAC2 antag | MmCpn inh | WRN helicase inh | CCT chaperon mod | EPAC1 antagonist | PI5P4Ka inh | PLK1 PBD block
Cc1csc(NC(=O)CCNC(=O)c2ccccc2Cl)n1 | 10.9% | 0.6% | -1.2% | 4.0% | -5.8 | 12.2% | -5.5 | -14.1%
CCNC(=O)N1C(=O)C2(OCCO2)c2cc(Br)ccc21 | -11.1% | 12.2% | -12.7% | -2.2% | 0.7 | -3.4% | 7.3 | 3.5%
COc1ccc2nc3cc([N+](=O)[O-])ccc3c(NNc3ccc([N+](=O)[O-])cc3)c2c1 | 5.7% | 1.7% | nt | -9.3% | 1.0 | -4.3% | ? | -2.1%
Cc1ccc(NC(=O)N2CCC(C(N)=O)CC2)cc1 | -3.3% | 11.3% | 1.9% | -9.9% | 2.3 | -3.1% | nt | 0.0%
COC(=O)[C@H]1C[C@@H]1[C@H](NS(=O)(=O)c1ccccc1)c1ccccc1 | -2.1% | -5.3% | 1.2% | -2.2% | -0.3 | -19.6% | -2.2 | 1.3%
CCOC(=O)C1=CCN(S(=O)(=O)c2ccccc2Br)C1c1ccc(C)cc1 (stereo not drawn) | 4.7% | -11.1% | nt | -11.5% | 0.7 | -9.1% | 16.6 | -3.6%
CCCCc1c(Cc2ccccc2)ncn1CCc1ccccc1OC | -5.3% | ? | nt | -13.0% | -0.1 | -17.0% | -66.8* | -25.6%
CCn1cnc2cc(NC(=O)c3cccs3)ccc21 | 6.6% | 7.8% | -6.2% | 5.0% | -1.1 | -3.1% | -1.3 | -14.7%
CCc1ccc(-c2nn(-c3ccccc3C)cc2C(=O)N2CCN(C3CCS(=O)(=O)C3)CC2)cc1 (stereo not drawn) | 11.0% | 12.5% | -10.9% | 5.4% | -2.9 | 7.2% | 1.0 | 3.0%
Cc1cc(C)n2c(SCC#N)nnc2n1 | 1.2% | 12.1% | -0.1% | -0.3% | 1.2 | 1.3% | 1.7 | 3.8%
CC[n+]1c(/C=C2\C=C(C)CC(C)(C)C2)sc2ccccc21 | 7.5% | 3.3% | 1.5% | -1.3% | -0.7 | 2.3% | nt | 21.2µM*
CS(=O)(=O)c1sc2nc(-c3cccs3)cc(-c3ccccc3)c2c1N | 11.3% | -5.6% | ? | -17.7% | -2.5 | 8.9% | -52.5* | 8.44µM*
COC(=O)C1=C(C)N(C(C)C)C(=O)C1(NC(C)=O)C(F)(F)F (stereo not drawn) | 1.3% | 8.6% | 1.0% | 6.2% | -1.7 | 11.5% | nt | 0.4%
CCCCN(C(=O)c1ccc(C#N)cc1)c1c(N)n(CCC)c(=O)[nH]c1=O | 2.2% | 3.6% | 1.3% | -1.4% | 1.6 | -2.3% | 3.6 | -6.9%
COc1ccc(C(=O)Nc2ccc(O)c3ccccc23)cc1OC | 3.3% | 0.1% | nt | -14.0% | -0.8 | -0.1% | -16.5 | ?
Cc1cc(Cl)c(S(N)(=O)=O)cc1OCC(=O)NC1CCCCC1 | 2.6% | -1.2% | 3.1% | -30.4% | -1.0 | -11.1% | -7.4 | -9.7%
COc1ccccc1C(=O)NC(CCSC)C(=O)NCC(c1ccco1)N(C)C (stereo not drawn) | -7.0% | -1.9%[57.1 µM] | 0.3% | 8.3% | -3.8 | 5.5% | ? | -7.3%

Only part of the results is shown; rates above refer to the full screens.
